Bioassay records (PubChem)
West Nile virus CPE – inhibition of WNV-induced cytopathic effect – cell-based, CPE readout (AID 1621) | West Nile virus-infected cells, CPE inhibition; higher % means a stronger effect | CPE inhibition, % at 10 µM; hits with a dose series show IC50 in µM | hit rate 0.02% among 290,000; in the data active = a potency from the dose series; inconclusive = CPE inhibition mostly from about 3.7% at the one dose, without a potency; inactive = the rest, 99 in 100 with CPE inhibition below about 2.2%; also: strong numbers were not always called active
UTI89 phage lysis – protection from phage-mediated lysis, alamar blue read-out – E. coli UTI89, K1F phage, bacterial capsule biogenesis inhibitors (AID 488966); E. coli UTI89 K1F phage lysis, alamar blue, 2 h; higher % means a stronger effect; inhibition, % at 100 µM, or IC50 in µM where a hit was titrated; hit rate 0.02% among 340,000;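 active = phage lysis inhibition, versus mean bacterial control, above a set limit; inconclusive = no clear call, values can overlap the other calls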;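 also: capsule biogenesis inhibitors block K1F phage lysis so surviving cells raise fluorescence; higher fluorescence means more inhibition of phage lysis; actives were called in the ten point dose series up to 300 µM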
T cell HTS – T cell immune modulation candidate; 2C CD8+ T cell-vesicle binding, flow cytometry; stronger effect = lower value; calls only at 7 µM; hit rate 0.068% among 330,000;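 active = response, share of CD8 T cells binding vesicles, and their 90th percentile fluorescence all below set limits, cut at about 80% in these data, passing the limit was not always enough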
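Test system: purified 2C TCR transgenic mouse naive CD8+ T cells. Probe or stimulus: QL9-peptide-loaded Drosophila micro-vesicles bearing Ld, ICAM-1 and B7-1. Incubation: binding step 1.5 h, 37 °C, antibody labelling 20 min, ice. Measured by: flow cytometry of vesicle-bound cells.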
RSV CPE inhibition – inhibition of RSV-induced cytopathic effect – HEp-2 cells, primary 10 µM value included (AID 2391). hit rate 0.13% among 310,000. HEp-2 cells, RSV-induced CPE inhibition; higher % means a stronger effect. one-dose CPE inhibition, % at 10 µM; IC50 in µM for titrated hits; in the data active = a potency from the dose series; inconclusive = CPE inhibition mostly from about 23% at the one dose, without a potency; inactive = the rest, 99 in 100 with CPE inhibition below about 21%; also: strong numbers were not always called active
T cell HTS vesicle-bound % – further read-out of T cell HTS, marked with its call; double positive events, %; measured here: CD8+ vesicle-bound cell fraction;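 binding gate set so that unloaded-vesicle control wells show 10% double positive cells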
Starred values were filed as active, the others as inactive; i = inactive; ? = inconclusive; . = not tested or not shown; [ ] = another dose, or the depositor's remark. Not all compounds are listed; the hit share may differ from the screen's.

SMILES	West Nile virus CPE	UTI89 phage lysis	T cell HTS	T cell HTS vesicle-bound %	RSV CPE inhibition
CCCC[C@@H]1CNC(=O)C(=O)N1CCc1cccc2ccccc12	-0.4%	.	i	21.4	14.1%
Cc1cccc(C)c1NC(=O)C(C)N (stereo not given)	-0.1%	.	i	41.3	0.6%
COC(=O)C[C@](O)(CCCC(C)(C)O)C(=O)O[C@@H]1C(OC)=C[C@]23CCCN2CCc2cc4c(cc2[C@H]13)OCO4	?	.	i	28.9	-1.6%
CNC(=O)[C@@H]1C[C@H]1[C@@H](NC(=O)CNC(=O)OCc1ccccc1)c1ccccc1	-0.4%	.	i	28.6	-0.1%
CCS(=O)(=O)C1=NN2C(=N)/C(=C\c3ccc(OC(=O)c4ccco4)c(Br)c3)C(=O)N=C2S1	0.2%	.	i	63.0	-0.7%
COCOc1cc(O)c(C(=O)/C=C/c2ccc(OCOC)c(OCOC)c2)c(OCOC)c1	-0.5%	.	i	20.0	5.0%
O=C(O)c1cc(-c2ccccc2)nn1CC1CC(c2cccc([N+](=O)[O-])c2)=NO1 (stereo not given)	0.9%	.	i	46.7	4.2%
N#Cc1c(Cl)nc(-c2cccnc2)nc1-c1ccccc1	-0.3%	.	i	60.4	1.1%
COc1ccc(CCNC(=O)c2cc(-c3ccco3)nc3ccccc23)cc1	0.5%	.	i	5.8	1.2%
CCn1c(=O)n(CC)c2cc(N3CCCC3)c(NC(=O)c3cc(Br)ccc3OC)cc21	0.3%	.	i	23.8	39.8%

In the list so far, 3 contain a halogen.
SMILES	West Nile virus CPE	UTI89 phage lysis	T cell HTS	T cell HTS vesicle-bound %	RSV CPE inhibition
CCS(=O)(=O)C1=NN2C(=N)/C(=C\c3ccc(OC(=O)c4ccco4)c(Br)c3)C(=O)N=C2S1	0.2%	.	i	63.0	-0.7%
N#Cc1c(Cl)nc(-c2cccnc2)nc1-c1ccccc1	-0.3%	.	i	60.4	1.1%
CCn1c(=O)n(CC)c2cc(N3CCCC3)c(NC(=O)c3cc(Br)ccc3OC)cc21	0.3%	.	i	23.8	39.8%

(more compounds)
SMILES	West Nile virus CPE	UTI89 phage lysis	T cell HTS	T cell HTS vesicle-bound %	RSV CPE inhibition
CCN(CC)c1ccc(CNc2ccc3c(c2)ncn3CC)cc1	-0.6%	.	i	12.5	0.3%
CN1C(=O)/C(=C/c2cccc(Cl)c2)Sc2ccc(C(=O)N3CCCC3)cc21	2.1%	.	i	18.4	?
Brc1ccc(-c2nnc(-c3cccnc3)c3conc23)cc1	-0.6%	.	i	34.5	1.9%
CC(C)CCNC(=O)Cn1c(NCCC(C)C)nc2c1c(=O)n(C)c(=O)n2C	-0.4%	.	i	41.4	0.4%
CC1(OC(=O)c2ccc(Cl)nc2)C(=O)C=C2C=C(c3ccc(C#N)cc3)OC=C2C1=O (stereo not given)	0.8%	.	i	13.2	0.9%
CC(C)=CCC12Oc3cc(O)ccc3C1(O)Oc1cc(O)c([C@H]3C=C(C)CC(c4ccc(O)cc4O)[C@H]3C(=O)c3ccc(O)cc3O)c(O)c1C2=O (stereo not given in full)	0.3%	.	i	18.7	-2.1%
COC/C=C/C1=CC2=CC(=O)C(C)(OC(=O)c3cnc4ccccc4n3)C(=O)C2=CO1 (stereo not given)	0.1%	.	i	55.3	-1.2%
Cc1cc(C(C)(C)C)ccc1NC(=O)CC(C)(C)CC(=O)O	0.1%	.	i	31.5	0.9%
CCOC(=O)c1cccc(NC(=O)c2c(N)n(C)c(=O)[nH]c2=O)c1	-0.1%	.	i	5.5	2.1%
COc1cc(/C=C2/C(=N)N3C(=NC2=O)SN=C3S(C)(=O)=O)ccc1OS(=O)(=O)c1ccccc1	0.2%	.	i	48.5	1.2%
CCC1(CC)C(=O)C2=C3C1[C@H](C(=O)OC)CC(C(=O)OC)C[C@H]3n1c(=O)n(-c3ccccc3)c(=O)n1[C@H]2C (stereo not given in full)	-0.3%	.	i	45.7	0.2%
O=C1c2ccccc2C(=O)C2OC12 (stereo not given)	-1.4%	.	i	8.7	?
O=C(Cn1nnc2ccccc21)OCC(=O)c1ccc(Cl)cc1	0.1%	.	i	20.8	2.0%
O=C(NCc1ccccc1Cl)C1CCN(C(=O)c2ccco2)CC1	0.6%	.	i	24.1	1.0%
O=C1N[C@H](C(=O)O)CS1	-0.2%	.	i	47.9	-1.1%
Cc1nnsc1C(=O)N1CCN(c2ccc(C#N)cn2)CC1	0.0%	.	i	25.9	2.9%
O=[N+]([O-])c1ccccc1S(=O)(=O)Nc1cccc2cccnc12	13.5%	.	i	57.5	-2.1%
CN1CCN(C(c2ccc(C(F)(F)F)cc2)c2ccc3cccnc3c2O)CC1 (stereo not given)	-0.1%	.	i	41.6	4.8%
C/C(=N/Nc1ccc(C(=O)c2c(C)cc3ccccn23)cc1[N+](=O)[O-])c1ccc(O)cc1	.	0.8%	.	.	.
O=C(O)C(c1ccccc1)C(O)C1CC=CCC1 (stereo not given)	.	1.2%	.	.	.

Copied from the list.
Reading of O=C1c2ccccc2C(=O)C2OC12 (stereo not given) under West Nile virus CPE: -1.4%
Reading of O=C(NCc1ccccc1Cl)C1CCN(C(=O)c2ccco2)CC1 under RSV CPE inhibition: 1.0%
Reading of CCC1(CC)C(=O)C2=C3C1[C@H](C(=O)OC)CC(C(=O)OC)C[C@H]3n1c(=O)n(-c3ccccc3)c(=O)n1[C@H]2C (stereo not given in full) under RSV CPE inhibition: 0.2%

The listing picks up; the three compounds before the break are reprinted first.
SMILES	West Nile virus CPE	UTI89 phage lysis	T cell HTS	T cell HTS vesicle-bound %	RSV CPE inhibition
CN1CCN(C(c2ccc(C(F)(F)F)cc2)c2ccc3cccnc3c2O)CC1 (stereo not given)	-0.1%	.	i	41.6	4.8%
C/C(=N/Nc1ccc(C(=O)c2c(C)cc3ccccn23)cc1[N+](=O)[O-])c1ccc(O)cc1	.	0.8%	.	.	.
O=C(O)C(c1ccccc1)C(O)C1CC=CCC1 (stereo not given)	.	1.2%	.	.	.
COc1ccc(Nc2nnc(SCC(=O)NC3CCS(=O)(=O)C3)s2)cc1 (stereo not given)	.	0.7%[50 µM]	.	.	.
O=C(CSc1ccc(Br)cc1)NCC1(N2CCCCC2)CCCCC1	.	0.9%[50 µM]	.	.	.
CCOC(=O)[C@H](C)N1[C@H](C)[C@H](c2ccccc2)Oc2ccc(Cl)cc2S1(=O)=O	.	0.0%	.	.	.
CN(C)CC1C2CCC(C2)C1O (stereo not given)	.	1.0%	.	.	.
COC1=C(Nc2ccc(OC)cc2)C(=O)C(OC)=C(Nc2ccc(OC)cc2)C1=O	.	-1.3%	.	.	.
COc1cccc(C2C(C(=O)c3ccco3)=C(O)C(=O)N2CCCN2CCOCC2)c1OC (stereo not given)	.	0.8%	.	.	.
CN1CCC(N(C)C(=O)c2ccc(Cl)c(S(=O)(=O)N3CCOCC3)c2)CC1	.	0.5%[50 µM]	.	.	.
CC(O)(CC(=O)CC(=O)c1ccccc1)c1ccccc1 (stereo not given)	.	-3.5%	.	.	.
CCCCCCCCNCCS(=O)(=O)NCc1ccc(OC)cc1	.	0.2%	.	.	.
COc1ccc(-c2ccc3c(c2)[C@@H]2C[C@H](N(C)C(=O)Nc4ccccc4)[C@H]([C@H](C)O)C(=O)N2CC3)cc1	.	0.3%	.	.	.
COc1ccc(C(CNC(=O)c2ccc(NS(=O)(=O)c3ccc(F)c(C)c3)cc2)N2CCCC2)cc1 (stereo not given)	.	0.9%[50 µM]	.	.	.
O=C(Nc1ccc2c(c1)[nH]c(=O)c1ccccc12)C(F)(F)F	.	0.6%	.	.	.
O=C(C=Cc1ccc(Cl)s1)c1ccc(Cl)s1	.	-4.3%	.	.	.
O=C(C[C@H]1C[C@H](C(=O)N2CCCCC2)[C@@]2(CCc3ccccc3)c3[nH]c4ccc(Cl)cc4c3CCN2C1=O)NCCc1ccccn1	.	0.2%	.	.	.
Nc1ccc(N=Nc2ccc(O)cc2)c(N)n1	.	-4.1%	.	.	.
CCN(CC(=O)Nc1c(F)cccc1F)C(=O)Cc1ccc(S(=O)(=O)N2CCOCC2)s1	.	0.6%[50 µM]	.	.	.
COc1cc(OC)c2c(-c3cccc(-c4ccc(C#N)cc4)c3)cc(=O)oc2c1	.	0.2%	.	.	.
NC(=O)C1CN(C(=O)c2nn(Cc3ccccc3)c(=O)c3ccccc23)c2ccccc2O1 (stereo not given)	.	0.2%[50 µM]	.	.	.
CN(C)S(=O)(=O)c1ccc(SCC(=O)Nc2cccc(S(=O)(=O)N3CCCC3)c2)nc1	.	0.6%[50 µM]	.	.	.
CC1CCCC(C)N1C(=O)COC(=O)CSc1ccc([N+](=O)[O-])cc1 (stereo not given)	.	1.3%[50 µM]	.	.	.

A different layout for some results above:
| Compound | West Nile virus CPE | UTI89 phage lysis | T cell HTS | T cell HTS vesicle-bound % | RSV CPE inhibition |
| --- | --- | --- | --- | --- | --- |
| COC(=O)C[C@](O)(CCCC(C)(C)O)C(=O)O[C@@H]1C(OC)=C[C@]23CCCN2CCc2cc4c(cc2[C@H]13)OCO4 | ? | . | i | 28.9 | -1.6% |
| CNC(=O)[C@@H]1C[C@H]1[C@@H](NC(=O)CNC(=O)OCc1ccccc1)c1ccccc1 | -0.4% | . | i | 28.6 | -0.1% |
| CCS(=O)(=O)C1=NN2C(=N)/C(=C\c3ccc(OC(=O)c4ccco4)c(Br)c3)C(=O)N=C2S1 | 0.2% | . | i | 63.0 | -0.7% |

Later entries:
SMILES	West Nile virus CPE	UTI89 phage lysis	T cell HTS	T cell HTS vesicle-bound %	RSV CPE inhibition
C=CC(=O)Nc1cccc(CN2C(=O)N(c3cc(OC)cc(OC)c3)Cc3cnc(NCCCCN(CC)CC)nc32)c1	.	3.7%	.	.	.
CNc1cccnc1C=NNC(N)=S	.	-2.8%	.	.	.
CCOC(=O)C1=C(C)N(C[C@@H]2CC[C@@H](Cc3ccc(-c4ccccc4)cc3)O2)C(=O)NC1c1cccc([N+](=O)[O-])c1 (stereo not given in full)	.	0.1%	.	.	.
CC(=O)c1cccc(OCC(=O)NC2CCCCCC2)c1	.	1.6%[50 µM]	.	.	.
COc1ccc(C2CC(c3ccncc3)=NN2c2ccc(S(N)(=O)=O)cc2)cc1 (stereo not given)	.	0.0%	.	.	.
CC(=O)N(Cc1ccccc1)C(CC(=O)NCc1ccccc1)C(=O)O (stereo not given)	.	-2.4%	.	.	.
OC(CSc1ccccc1)CN1CCN(c2ccc(Cl)cc2)CC1 (stereo not given)	.	0.5%	.	.	.
CC(C)(C)OC(=O)N(Cc1ccccc1)Cc1cccc(OCc2cccc(NC(=O)c3ccccc3)c2)c1	.	-0.2%	.	.	.
CC(=O)Nc1c(Br)cc2c(c1Br)Cc1cc([N+](=O)[O-])ccc1-2	.	4.6%	.	.	.
COc1ccc(C2CC(C(C)(C)C)=NN2c2ccc(S(N)(=O)=O)cc2)cc1 (stereo not given)	.	0.3%	.	.	.
COc1ccccc1C=Cc1ccnc2ccccc12	.	12.2%	.	.	.
CNC(=S)NN=C(C)CCCC(C)=NNC(=S)NC	.	-3.5%	.	.	.
CCOC(=O)C1CCCN1C(=O)C1(NC(C)=O)CCCC1 (stereo not given)	.	-0.1%	.	.	.
Cc1ncc([N+](=O)[O-])n1S(=O)(=O)c1ccc2c(c1)OCCO2	.	0.2%	.	.	.
CC(C)(C)NC(=O)C(c1ccc(-c2ccccc2)cc1)N(C[C@H]1CC[C@@H]([C@@H]2CC[C@H](CO)O2)O1)C(=O)c1ccc(-c2ccccc2)cc1 (stereo not given in full)	.	0.2%	.	.	.
COCCN(C(=O)COC(=O)CCc1ccccc1)c1c(N)n(Cc2ccccc2)c(=O)[nH]c1=O	.	1.2%[50 µM]	.	.	.
NC(=S)NN=C1CCSCC1	.	-4.1%	.	.	.
Cc1ccc(S(=O)(=O)NN=C2CC3CCC2(C)C3(C)C)cc1 (stereo not given)	.	0.7%	.	.	.
